Assay outcomes deposited in PubChem BioAssay by National Center for Advancing Translational Sciences (NCATS).
AMA1 RON2 block: inhibitors of Plasmodium falciparum AMA1-RON2 interaction. AlphaScreen AMA1-biotinylated RON2 peptide binding. Potency, µM (highest dose often 58.2 µM), without a hit: top-dose activity change, negative = inhibition, most hits filed as inhibitors. 360,000 tested, 0.2% active;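 also: 0% = vehicle wells and -100% = peptide control; nearly all actives have a fitted effect of over 45% in size; some results filed as inactive show a strong effect at the top dose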
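AMA1 (3D7) with his tag at 25 nM final met compounds first, then biotinylated RON2 peptide at 25 nM; detection used donor plus acceptor beads, 10 µg/mL apiece, read by AlphaScreen after 30 min at room temperature.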
TbPYK inhibitor: T. brucei pyruvate kinase inhibition; Q57TT1; TbPYK enzyme, Kinase-Glo Plus ATP luminescence, 45 min; Potency, µM (doses to about 76.8 µM), inactives show top-dose activity, negative = inhibition, most hits filed as inhibitors; 410,000 tested, 0.12% active; AID 624173; also: nearly all actives have a fitted effect of over 50% in size
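Glycolytic pyruvate kinase of T. brucei was incubated with substrate, test compound and 130 uM ADP for 45 minutes at room temperature. Luminescent Kinase-Glo Plus signal was measured after 10 minutes.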
Active calls of the source: *; ? = inconclusive; & = joins results of further samples; [ ] = another dose, or the depositor's remark. Calls follow the shape of the dose curve; as a rule, active = well fitted curve in the direction sought with a large enough effect; inconclusive = small, poorly fitted or top-dose-only effect, or another doubt; inactive = no such curve, though single readings can be large; an effect the other way counts as inactive or inconclusive. Unless noted, % is scaled to controls: 0 for no effect and ±100 for the full control effect; potency is read from the fitted curve at half-maximal effect.

SMILES | AMA1 RON2 block | TbPYK inhibitor
CCOC(=O)[C@]12Cc3ccc4ccccc4c3[C@H]1N(Cc1ccccc1)C(=O)c1ccccc12 | 0% | 1%
CCCCCc1c(-c2ccc(Br)cc2)ncn1CCc1ccccc1OC | -15% | 1%
CCc1nc2c(=O)[nH]cnc2o1 | -15% | 0%
COc1ccc(N)cc1NC(=O)CN1CCOCC1 | 26% | 6%
O=C1NCCCC1(c1ccccc1)c1ccccc1 | -2% | 0%
CN(Cc1ccccc1)C(=O)C1(C)CCN1C(=O)Cc1ccc(Cl)cc1Cl (stereo not given) | -1% | -2%
C[C@H](NC(=O)/C=C/[C@H]1O[C@@H](n2ccc(=O)[nH]c2=O)[C@H](O)[C@@H]1O)C(=O)O | 3% | -4%
O=C1C=CC2(C=C1)O[C@H](Cc1ccccc1)[C@@H](Cc1ccccc1)O2 | -5% | ?
C[C@H](NC(=O)c1ccco1)C(=O)Nc1nc(-c2ccccn2)cs1 | 40%[activator] | -7%
COc1ccccc1CNc1nc(Nc2ccc(C)cc2C)c2sccc2n1 | -26% | -4%
CC1CC(NC(=O)c2c(O)nc3ccccn3c2=O)CC(C)(C)C1 (stereo not given) | -8% | -3%
CCOC(=O)C1=C(C)N=c2sc(=Cc3ccc(OCC(=O)O)cc3)c(=O)n2C1c1ccc(SC)cc1 (stereo not given) | -3% | -5%
Cc1ccc(C)c(C(O)c2ncc(-c3ccccc3)[nH]2)c1 (stereo not given) | -4% | 3%
O=C(c1cc(COc2cccc3cccnc23)on1)N1CCC[C@H]1CO | ? | -2%
O=c1cc(NCc2ccccc2)[nH]c(=O)[nH]1 | 8% | ?
COc1ccccc1-n1cc2ccc([N+](=O)[O-])cc2n1 | 2% | -1%
O=C(c1cccs1)N1CCN(Cc2nc(-c3ccccc3)no2)CC1 | -4% | -2%
O=C1CN(C(=O)COC(=O)c2ccc(C(F)(F)F)cc2)c2ccccc2N1 | 6% | -4%
CCCCCCCCN1C(=O)[C@H](CC(=O)N2CCN(C(=O)c3ccco3)CC2)C[C@@]2(C(=O)OC)CCCCC=C12 | -19% | -11%
N#Cc1ccc(COC(=O)c2ccc3c(c2)OCO3)cc1 | 9% | 1%
CCOc1ccc(Nc2cc(C)nc3ccc(C)cc23)cc1 | 1% | 1%
Cc1c(C(=O)NCC(c2ccco2)N2CCCC2)sc2ccccc12 (stereo not given) | 0% | 1%
CC(C)=CCCC(C)N(C=O)C(C)CCC=C(C)C (stereo not given) | 3% | 6%
COc1ccccc1CCn1cnc(Cc2ccccc2)c1C(C)C | -16% | 4%
CN1OC[C@@H]2CN(C(=O)C(C)(C)C)[C@H](c3ccc(-c4cc5ccccc5o4)cc3)C[C@@H]21 | 4% | -11%
Nc1ccc(C2(c3ccc(N)cc3)c3ccccc3C(=O)c3ccccc32)cc1 | -26% | -5%
COc1ccc(CN(C)C(=O)CCNS(=O)(=O)c2ccccc2)c(OC)c1 | -5% | -6%
O=S(=O)(c1cccnc1)N1CCCC(Nc2ccc(F)c(F)c2)C1 (stereo not given) | -4% | -4%
CN(Cc1ccccc1)C(=O)COC(=O)c1cc2ccccc2oc1=O | 2% | 8%
CCOC(=O)[C@]12CCCC=C1N(Cc1ccco1)C(=O)[C@H](CC(=O)N1CCSCC1)C2 | -5% | 6%
COc1ccc(Br)c(Cn2c(C)c(C(=O)NCc3cccc([N+](=O)[O-])c3)sc2=O)c1 | -12% | 3%
COc1cc(C(O)c2nc(-c3ccc(N(C)C)cc3)cs2)ccc1F (stereo not given) | 20µM* | -1%
COc1ccccc1C(NC(=O)C1CCN(CCOc2ccc3ccccc3c2)CC1)c1ccccn1 (stereo not given) | -3% | -2%
O=C(/C=C/[C@H]1O[C@@H](n2ccc(=O)[nH]c2=O)[C@H](O)[C@@H]1O)NCCN1CCCCC1 | 0% | -10%
CCCCC1Cc2[nH]c(=S)[nH]c(=O)c2C(c2ccc(Cl)cc2)O1 (stereo not given) | 107%[activator] | -8%
COC(=O)C1=C(C(=O)OC)C2c3ccccc3C1c1ccccc12 | -20% | -2%
CCCc1nc2cc(C)c(Br)c(C)n2c1CC1CCCCC1 | -3% | -2%
CCOC(=O)c1cccc(C2=C(CNC(=O)c3cccnc3)[C@H]3CC[C@@H](C2)N3Cc2ccccc2)c1 | 2% | 2%
C=CCn1c(SCC(=O)Nc2c(C)n(C)n(-c3ccccc3)c2=O)nnc1-c1cccnc1 | -11% | 1%
COc1ccc(NC(=S)N2CCC3CC2c2c(Cl)cccc23)c(OC)c1 (stereo not given) | 9% | 4%
CCOC(=O)C1=C(O)C(=O)C(C(=O)OCC)C1 (stereo not given) | 20% | -4%
Cc1c(N2C(=O)/C(=C/c3ccc(N(C)C)cc3)N(C)C2=S)c(=O)n(-c2ccccc2)n1C | -21% | -17%
N#Cc1ccc(-n2nnc3ccccc3c2=O)c([N+](=O)[O-])c1 | 2% | 4%
COc1ccc(-c2ccc(C(=O)NCc3ccc(N4CCN(C)CC4)cc3)c3occc23)c(C)c1 | 16µM* | -1%
COc1ccccc1NC(=O)CS(=O)(=O)c1cn(CC(=O)N(C(C)C)C(C)C)c2ccccc12 | -1% | -16%
O=C(CSc1ccc([N+](=O)[O-])cc1)Nc1cccc(S(=O)(=O)N2CCOCC2)c1 | -8%[11.6 µM] | -3%
Cc1c(NC(=O)c2cc(Br)ccc2Cl)cccc1-n1cnnn1 | 3% | 3%
CCN(CC(=O)Nc1ccc(OC)cc1)C(=O)c1cccc(S(=O)(=O)N2CCN(c3ccccc3)CC2)c1 | 9% | -1%
Cc1cc(Br)cn2c(Cc3ccsc3)c(-c3cccc(Cl)c3)nc12 | -9% | -2%
COc1cc(F)cc(-c2ccc3c(c2)c(C#Cc2ccsc2)c(-c2cc(OC)cc(OC)c2)n3C)c1 | 9% | 4%
Nc1cc(S(=O)(=O)c2ccc(N3CCCCC3)c(N)c2)ccc1N1CCCCC1 | -7% | -4%
CS(=O)(=O)Nc1cccc(NC(=O)C2Cc3c(-c4cccc(C(N)=O)c4)ccnc3O2)c1 (stereo not given) | 8% | 3%
Fc1ccc(NC(=S)NN=Cc2ccccc2Cl)cc1 | 34%[activator] | -3%
CCCn1cnc2c(Sc3c([N+](=O)[O-])ncn3C)nc(N)nc21 | 13% | -10%
O=C1CCN(Cc2ccco2)C(=S)N1 | -4% | 2%
O=C(O)c1cc([N+](=O)[O-])ccc1Oc1ccccc1 | -3% | -9%
COCc1cccc(-c2csc(C(NC(C)=O)c3ccccc3)n2)c1 (stereo not given) | 33%[activator] | -4%
O=[N+]([O-])c1ccc2cn(C3OC(CO)C(O)C3O)nc2c1 (stereo not given) | -2% | 2%
CC1(C)C(=O)N(c2ccccc2)C(=O)c2ccccc21 | 2% | 3%
Cn1c(=O)c2cc(NC(=S)NCc3ccccc3F)ccc2n1Cc1ccc(F)cc1 | 1% | 1%

Reprinted from the results shown, 4 compounds:
SMILES | AMA1 RON2 block | TbPYK inhibitor
COc1cc(F)cc(-c2ccc3c(c2)c(C#Cc2ccsc2)c(-c2cc(OC)cc(OC)c2)n3C)c1 | 9% | 4%
Nc1cc(S(=O)(=O)c2ccc(N3CCCCC3)c(N)c2)ccc1N1CCCCC1 | -7% | -4%
CS(=O)(=O)Nc1cccc(NC(=O)C2Cc3c(-c4cccc(C(N)=O)c4)ccnc3O2)c1 (stereo not given) | 8% | 3%
Fc1ccc(NC(=S)NN=Cc2ccccc2Cl)cc1 | 34%[activator] | -3%

Following part
SMILES | AMA1 RON2 block | TbPYK inhibitor
COc1ccc(CN(C)C[C@H]2OCc3cnnn3CCCC(=O)N([C@H](C)CO)C[C@@H]2C)cc1 | 7% | 0%
COc1cccc(C(=O)c2c(-c3ccccc3)ncc3cc(OC)c(OC)cc23)c1 | -15% | 1%
Fc1cc(Cl)ccc1Nc1nc(NCc2ccccc2)nc2ccsc12 | -25% | 4%
CCCc1cc(=O)[nH]c(SCC(=O)Nc2cc(S(=O)(=O)N3CCOCC3)ccc2Cl)n1 | 2% | 1%
CC[C@@H]1CCCCc2ccccc2[C@@H](C(=O)C[C@@H](O)CC(C)=O)OC1=O | -1% | 3%
O=C(NC(c1ccc(Cl)cc1)c1ccsc1)C1CCN(Cc2cccc(Cl)c2)CC1 (stereo not given) | -13% | 6%
Cc1cc(C(=O)CN2C(=O)C(=O)N(Cc3ccccc3)C2=O)c(C)n1Cc1ccccc1 | -3%[11.6 µM] | -8%
CC(=O)OC[C@@H]1CN(Cc2ccccc2)C[C@H](n2cnc3c(N4CCOCC4)ncnc32)O1 | 7% | 3%
COc1ccc(-c2noc3c2-c2nc(-c4ccccc4C)sc2CC3)cc1 | -20% | -11%
CCN(CC(=O)Nc1ccc2c(c1)OCCO2)CC(=O)Nc1ccccc1C(F)(F)F | 13%[11.6 µM] | 11%
CCc1nc2ccc(C(=O)N(C)CCN(C)C)cn2c1N(CC)C(=O)NCCc1ccccc1 | -3% | -6%
COC(=O)c1ccc2nc(C3CCCCC3)c(Cc3ccccc3C(F)(F)F)n2c1 | -10% | 2%

Entries of single compounds, quoted from the list. Screens in order: AMA1 RON2 block | TbPYK inhibitor
Listed for COc1ccc(CN(C)C[C@H]2OCc3cnnn3CCCC(=O)N([C@H](C)CO)C[C@@H]2C)cc1 = 7% | 0%
Listed for CC(=O)OC[C@@H]1CN(Cc2ccccc2)C[C@H](n2cnc3c(N4CCOCC4)ncnc32)O1 = 7% | 3%

Three entries from above in a different format.
mol	AMA1 RON2 block	TbPYK inhibitor
CC(=O)OC[C@@H]1CN(Cc2ccccc2)C[C@H](n2cnc3c(N4CCOCC4)ncnc32)O1	7%	3%
CCc1nc2ccc(C(=O)N(C)CCN(C)C)cn2c1N(CC)C(=O)NCCc1ccccc1	-3%	-6%
CCN(CC(=O)Nc1ccc2c(c1)OCCO2)CC(=O)Nc1ccccc1C(F)(F)F	13%[11.6 µM]	11%

Next part:
SMILES | AMA1 RON2 block | TbPYK inhibitor
COC(=O)[C@H](CO)NS(=O)(=O)c1ccc(C)cc1 | -8% | -6%
CN1C[C@@H]2[C@@H]3C(=O)N(Cc4ccccc4)C(=O)[C@@H]3[C@](Cc3ccccc3)(C1=O)N2C(=O)c1ccccc1 | -6% | 0%
c1ccc2c(c1)-c1nc3ccccc3cc1C2N1CCCCC1 (stereo not given) | -2% | 0%
COc1cc(/C=C/CNC[C@H]2O[C@@H](n3cnc(C(N)=O)n3)[C@H](O)[C@@H]2O)ccc1O | 33%[activator] | -9%
COc1ccc(CNC(=O)c2ccc(-c3cccnc3)c3ccoc23)cc1OC | -5% | -8%
Cc1cc(C)c(NC(=O)CNC(=O)c2cc(C3CC3)nc3c2cnn3C(C)C)c(C)c1 | 9% | -5%
COc1cccc(CN2CCC2(C)C(=O)Nc2cccc(Oc3ccccc3)c2)c1F (stereo not given) | -2% | -4%
O=C(COC(=O)/C=C/c1cccc(F)c1)NCc1ccc2c(c1)OCO2 | 4% | -10%
C[C@H]1CN([C@@H](C)CO)C(=O)c2cccc(NC(=O)C3CC3)c2O[C@H]1CN(C)Cc1ccc(-c2ccccc2)cc1 | 6% | -2%
Cc1cccc(NC(=O)CN(C)S(=O)(=O)c2cnc[nH]2)c1C | -4% | 4%&1%
Cc1c(C(=O)NCc2cccc(Cl)c2)sc(=O)n1Cc1ccc(C(=O)N(C)C)cc1 | 1% | 5%
OC[C@@H]1CN(CCN2CCOCC2)C[C@H](n2cnc3c(N4CCCC4)ncnc32)O1 | 2% | -11%
Cc1nnc2n(-c3ccccc3)c(=O)c3ccccc3n12 | -2% | -1%
CCOC(=O)C1(C)CCCCN1C(=O)c1ccc(N(C)C)cc1 (stereo not given) | -12% | -4%
CCCCN(C(C)=O)c1ccc2c(c1)C1CC2CCN1Cc1ccccc1 (stereo not given) | -16% | 4%
COc1ccccc1-c1cnc(C(O)c2ccc(Cl)c(Cl)c2)[nH]1 (stereo not given) | 8% | 5%
CN(C)c1cc(C(=O)N(C)c2ccccc2)ncn1 | 3% | -4%
CC(=O)Oc1ccc(Cn2c(C)c(C(=O)N(C)Cc3ccc(F)cc3)sc2=O)cc1 | -6% | 1%
CCCCC[C@H](C)N1C[C@@H](COCc2ccccc2)Oc2cc(N3CCC[C@H]3COC)ccc2S1(=O)=O | -12% | 2%
O=C1c2ccccc2[C@@H]2C[C@H]3O[C@H]3CCN12 | 8% | -4%
COc1ccc(CN(C)C(=O)/C=C/[C@H]2O[C@@H](n3cnc4c(N)ncnc43)[C@H](O)[C@@H]2O)cc1OC | 12% | 2%
CC1=CC2OC3CC4OC(=O)C=CC=CC(=O)OCCC(C)C(O)C(=O)OCC2(CC1O)C4(C)C31CO1 (stereo not given) | -1% | -5%
Fc1ccc(CCn2c(Cn3c(-c4cnccn4)nc4ccccc43)nc3ccccc32)cc1 | 1% | -8%
CCc1nc2c(OCc3ccc(C(F)(F)F)cc3)cccn2c1N(C)C(C)=O | 8% | 3%
CC(C)CC(N)c1csc(Nc2cnccn2)n1 (stereo not given) | 105%[activator] | 1%
COc1ccc(N2C(=S)N(C(=O)c3ccccc3)C(=Nc3ccccc3)C2=Nc2ccccc2)cc1 | 17% | -25%
COC(=O)C[C@H]1c2cc(F)ccc2S(=O)(=O)N1Cc1ccccc1 | 18% | -2%
O=C(NN=Cc1ccc(O)cc1O)c1ccccc1NS(=O)(=O)c1cccs1 | 70%[activator] | 0%
Cc1ccc(S(=O)(=O)N2[C@@H](c3ccc(Br)cc3)C(C(=O)O)=CC[C@H]2c2ccc(Cl)c(Cl)c2)cc1 | 16% | 6%

Not all compounds are listed (hit frequency here may not be typical).
